Screens as filed in PubChem BioAssay.
mec2-1: NCI yeast anticancer drug screen, S. cerevisiae mec2-1 strain | % growth inhibition at 50 µM | hit rate 9% among 79,000;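 further: 0% = growth of vehicle-only cultures of the same strain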
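Vehicle-treated cultures served as reference for growth inhibition of compound-exposed mec2-1 yeast.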
rad50: NCI yeast anticancer drug screen, S. cerevisiae rad50 strain. growth inhibition, % at 50 µM. hit rate 10% among 79,000;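 further: 0% = growth of vehicle-only cultures of the same strain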
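Readout: growth inhibition relative to vehicle-treated cultures. Compound exposure was carried out in a genetically defined yeast strain deficient in DNA damage repair.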
yeast cln2 rad14: NCI yeast anticancer drug screen, S. cerevisiae cln2 rad14 strain; % growth inhibition at 50 µM; hit rate 8.3% among 78,000; AID 165;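 further: 0% = growth of vehicle-only cultures of the same strain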
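cln2 rad14 yeast strain; compound exposure; growth inhibition read vs vehicle controls.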
yeast sgs1 mgt1: NCI yeast anticancer drug screen, S. cerevisiae sgs1 mgt1 strain; % growth inhibition at 50 µM; hit rate 10% among 78,000; AID 161;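 further: 0% = growth of vehicle-only cultures of the same strain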
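Yeast cells carrying a defined DNA-repair defect were exposed to test compounds. Growth inhibition was measured relative to vehicle-treated controls.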
yeast bub3: NCI yeast anticancer drug screen, S. cerevisiae bub3 mutant strain. growth inhibition, % at 50 µM. AID 167. hit rate 9.9% among 78,000;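 further: 0% = growth of vehicle-only cultures of the same strain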
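Readout: yeast growth inhibition, expressed relative to vehicle-only wells. The test organism is a mutant strain from a panel with lesions in DNA repair or checkpoint genes.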
mlh1 rad18: NCI yeast anticancer drug screen, S. cerevisiae mlh1 rad18 strain | growth inhibition, % at 50 µM | hit rate 11% among 79,000 | AID 175;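 further: 0% = growth of vehicle-only cultures of the same strain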
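Read-out is yeast growth inhibition, calculated against vehicle-only controls. The compound was applied to a strain engineered with DNA damage repair alterations.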
Numbers without * were called inactive; & = joins results of further samples. No stated cut-off is given here; in the data, active means growth inhibition above about 70%; inactive means the rest. Compounds were not picked by outcome. Share with any hit: about 14%.

mol	mec2-1	rad50	yeast cln2 rad14	yeast sgs1 mgt1	yeast bub3	mlh1 rad18
CCOc1ccc(Cc2ccc3c(c2)OCO3)cc1C	-13.3	-17.2	-13.2	-7.5	-2.1	2.2
O=[S@@]1Nc2cc3ccccc3cc2S1	-3.4	23.2	17.1	17.6	-14.9	39.2
c1cc(NC2CCCCC2)ccc1CN1CCOCC1	70.5*	55.3	63.8	70.0	68.2	79.0*
C=C(CN)CO[Si](C)(C)C(C)(C)C	1.1	-2.0	38.0	15.2	-0.8	17.1
O=C(/C=C\c1ccccc1)c1ccc(-c2ccc([N+](=O)[O-])cc2)cc1	11.4	10.4	-3.6	9.1	4.8	22.6
Cc1c(Cl)ccc2c(C(O)CNCc3ccccc3)cc(-c3ccc(Cl)cc3)nc12 (stereo not given)	91.0*	98.5*	93.8*	97.1*	12.1	96.5*
CCCCCCC(=O)C/C(=N/NC(N)=S)C(=O)NC1C2CC3CC(C2)CC1C3 (stereo not given)	-19.2	-14.8	29.4	-48.7	-2.3	-34.5
O=C1NC(N/N=C\C(O)C(O)C(O)CO)=N/C1=C/c1ccc(Cl)cc1 (stereo not given)	43.0&37.0	45.5&43.2	26.8&36.8	35.1&44.8	43.0&38.1	38.6&14.8
CCC(C)(O)C(NC)c1ccccc1 (stereo not given)	6.5	-11.6	-14.5	-2.9	1.4	0.9
CC(=O)NC(CCC(C)C)C(=O)O (stereo not given)	25.2	-0.1	-13.6	4.8	15.6	-7.3
O=C(Nc1ccc(Cl)c([N+](=O)[O-])c1)Oc1ccc2ccccc2c1	3.0	14.6	11.9	8.2	23.4	10.7
CC1(C)OC2C(CO)OC(n3ccc(=O)[nH]c3=O)C2O1 (stereo not given)	0.9	1.9	-7.3	-12.3	10.5	-4.3
CCCCCCCCCCP(=O)(O)CCCCCCCCCC	-3.8	8.3	-143.6	9.9	21.7	-16.3
CCCCCCC1OCC(COC)O1 (stereo not given)	-10.5&-3.1	2.2&5.2	6.0&-4.5	-11.1&-1.9	-2.4&0.5	-10.2&-2.5
NC(=O)NC1CCCC1	-28.9	12.4	8.9	-10.8	0.8	6.9

5 entries from above, ordered by count of non-hydrogen atoms, rising.
mol	mec2-1	rad50	yeast cln2 rad14	yeast sgs1 mgt1	yeast bub3	mlh1 rad18
CC1(C)OC2C(CO)OC(n3ccc(=O)[nH]c3=O)C2O1 (stereo not given)	0.9	1.9	-7.3	-12.3	10.5	-4.3
CCCCCCCCCCP(=O)(O)CCCCCCCCCC	-3.8	8.3	-143.6	9.9	21.7	-16.3
O=C(Nc1ccc(Cl)c([N+](=O)[O-])c1)Oc1ccc2ccccc2c1	3.0	14.6	11.9	8.2	23.4	10.7
O=C(/C=C\c1ccccc1)c1ccc(-c2ccc([N+](=O)[O-])cc2)cc1	11.4	10.4	-3.6	9.1	4.8	22.6
CCCCCCC(=O)C/C(=N/NC(N)=S)C(=O)NC1C2CC3CC(C2)CC1C3 (stereo not given)	-19.2	-14.8	29.4	-48.7	-2.3	-34.5

Remaining list, next part.
mol	mec2-1	rad50	yeast cln2 rad14	yeast sgs1 mgt1	yeast bub3	mlh1 rad18
COc1ccc(NC(=O)CCC(=O)CC(=O)c2ccc(C)cc2)cc1	31.1	-18.6	-23.4	39.6	17.9	36.2
O=C(NNc1ccccc1)/C(=C/c1ccc2c(c1)OCO2)NC(=O)c1ccccc1	9.5	15.8	-6.2	-29.6	1.4	4.5
CCSC1(SCC)C(=O)OC2=C(CCCC2)C1N1CCOCC1 (stereo not given)	14.2	34.1	34.9	0.3	13.3	15.6
CC(=O)Nc1ccc(C(=O)O)c(OC(C)=O)c1	-8.1	8.0	6.2	23.9	-13.7	20.9
CC(C)[C@@H]1CC[C@@H](C)C[C@H]1OC(=O)/C=C1/C2C=CC(O2)C1C(=O)O[C@@H]1C[C@H](C)CC[C@H]1C(C)C (stereo not given in full)	-16.4	-10.2	2.8	-12.7	-7.5	14.1
C[C@@H](O)c1nc(C(N)=O)cs1	14.2	6.2	-3.5	15.3	1.4	10.1
COC(=O)C(C(=O)C(=O)Nc1ccccc1C#N)c1nc2ccc([N+](=O)[O-])cc2[nH]c1=O (stereo not given)	-13.4	7.8	6.3	-19.4	-22.7	22.5
COc1cc(C)ccc1C(=O)C[n+]1ccc2ccccc2c1	-1.4	-41.3	-56.1	-25.9	-1.6	-2.5
Cc1cccc(C)c1NC(=O)CCC(=O)C(C)C(=O)c1ccc(O)cc1 (stereo not given)	15.1	57.6	50.0	23.2	11.8	7.0
COc1ccc(/C=C\c2cc(OC)c(OC)c(OC)c2)c(O)c1O	-14.8	17.2	7.5	3.6	21.4	16.9
COC1/C=C\C=C(/C)C(=O)Nc2cc3nc4cccc(Br)c4oc-3c(c2=O)CC(C)CC(OC)C(O)C(C)/C=C(\C)C1OC(N)=O (stereo not given)	21.8	33.1	21.9	26.2	44.1	16.5
Cc1noc2ncnc(NCCCN(C)C)c12	4.3	13.4	-7.0	-0.8	1.6	-0.9
C=C1C(=O)O[C@H]2C[C@@]3(COC(C)=O)C=COC=C(COC(=O)C(C)C)C3CC12 (stereo not given in full)	-4.0	9.7	4.2	3.4	6.8	18.9
O=C1CC(=P(c2ccccc2)(c2ccccc2)c2ccccc2)C(=O)N1c1ccccc1	-12.0&-15.6	22.2&-24.2	33.2&5.0	42.8&-8.0	10.2&-9.4	21.6&-12.8
CCOC(=O)C(Cc1ccccc1)(C(=O)OCC)C(Br)C(=O)c1ccccc1 (stereo not given)	30.1	25.1	22.6	27.3	21.4	62.6

A second format for some results above.
O=C1CC(=P(c2ccccc2)(c2ccccc2)c2ccccc2)C(=O)N1c1ccccc1
  mec2-1: -12.0&-15.6
  rad50: 22.2&-24.2
  yeast cln2 rad14: 33.2&5.0
  yeast sgs1 mgt1: 42.8&-8.0
  yeast bub3: 10.2&-9.4
  mlh1 rad18: 21.6&-12.8

Cc1noc2ncnc(NCCCN(C)C)c12
  mec2-1: 4.3
  rad50: 13.4
  yeast cln2 rad14: -7.0
  yeast sgs1 mgt1: -0.8
  yeast bub3: 1.6
  mlh1 rad18: -0.9

COc1ccc(NC(=O)CCC(=O)CC(=O)c2ccc(C)cc2)cc1
  mec2-1: 31.1
  rad50: -18.6
  yeast cln2 rad14: -23.4
  yeast sgs1 mgt1: 39.6
  yeast bub3: 17.9
  mlh1 rad18: 36.2

Additional structures follow.
mol	mec2-1	rad50	yeast cln2 rad14	yeast sgs1 mgt1	yeast bub3	mlh1 rad18
COC1OC(COCc2ccccc2)C(OCc2ccccc2)C(OC)C1O (stereo not given)	-3.0	-37.6	-40.9	5.6	-2.3	-17.6
O=C(S)C(=O)Cc1nnn(-c2ccccc2)c1-c1ccccc1	3.5	6.7	-4.8	-1.5	-5.8	12.3
Cc1csc2nc(-c3ccccc3)[nH]c(=S)c12	6.4	5.5	-22.8	10.9	-4.8	6.8
O=C1CN(/C=C(/c2ccc(Cl)cc2)S(=O)(=O)Cc2ccc(Cl)cc2)C(=S)N1	-15.6	-7.4	-2.7	-21.4	-1.4	-12.7
Cc1cc(NCCN(C)C)nc(Nc2ccc(Cl)cc2)n1	19.4	50.8	-13.9	31.6	10.9	54.8
Nc1ccc(C(=O)Nn2c(-c3ccccc3)nc3ccccc3c2=O)cc1	-13.4	-44.0	11.3	-22.6	18.9	-10.2
CCCCCC(=O)NNC(=O)CCCCC	13.8	7.3	-5.0	7.2	-21.8	15.1
CC(C)(CN1CCCCC1)C(/C=C/c1ccc(Cl)c(Cl)c1)=N\NC(=O)N/N=C(/C=C/c1ccc(Cl)c(Cl)c1)C(C)(C)CN1CCCCC1	93.3*	90.5*	91.2*	92.8*	91.8*	90.0*
CC1(C)C=C(/C=N/Nc2ccccc2)C(C#N)=C(O)C1(C#N)C#N	16.4	29.1	30.2	-16.9	10.1	19.4
C=CCN(N=O)C(=O)N(CCCC(NC(C)=O)C(=O)NCc1ccccc1)Cc1ccccc1 (stereo not given)	-12.3	-12.4	-9.5	9.6	-32.2	-13.5
O=C1Oc2cc3c(c4cccc1c24)O[C@H](c1ccccc1)[C@@H](c1ccccc1)[C@@H]3c1ccc(Cl)cc1	11.2	-3.0	-5.2	-2.4	3.3	9.3
OC1=CC(C2CCCCC2)CC(O)=C1 (stereo not given)	-0.7	3.0	-7.9	-4.8	-59.5	-17.1
Nc1ccc2c3c1cccc3c(=O)n1c3ccc(Cc4ccc5c(c4)nc4c6ccc(N)c7cccc(c(=O)n54)c76)cc3nc21	-2.8	2.5	-14.4	-5.2	3.1	-25.5
O=C(CCl)Oc1ccc([N+](=O)[O-])cc1	21.9	20.8	11.7	23.8	19.8	26.6
OCC(O)C[n+]1cccc2ccccc21 (stereo not given)	-18.2	-27.6	-21.9	-21.5	-17.4	-20.9

Remaining list, next part
mol	mec2-1	rad50	yeast cln2 rad14	yeast sgs1 mgt1	yeast bub3	mlh1 rad18
C/C=C1/CC(C)C(C)(O)C(=O)OCC2C(O)CN3CCC(OC1=O)C23 (stereo not given)	-2.3	12.4	-10.3	-15.5	-3.9	-43.6
CNC(=O)OCc1c(COC(=O)NC)c(C)n(-c2ccc(OC)cc2)c1C	3.5	20.9	15.8	42.1	31.3	42.8
COC1CCC(/C(C#N)=C/C2CCC3OCOC3C2)CC1 (stereo not given)	17.1	13.3	2.3	16.6	38.9	9.4
CN1C(=O)C2C(C1=O)[C@H]1c3ccccc3C=CN1[C@@H]2C(=O)c1ccccc1 (stereo not given in full)	7.7	13.2	0.6	-0.2	-3.8	10.1
COc1cc(OC)c(OC)c(OC)c1	5.6	8.5	-7.5	21.2	-3.5	6.4
O=C(/C=C/c1cccnc1)c1cc(Cl)ccc1O	23.9	86.9*	26.6	56.9	5.2	42.5
CCOc1ccc(C(C)(CC)c2cc3c(cc2OC)OCO3)cc1 (stereo not given)	-14.3	-18.9	3.5	-23.3	-20.1	3.9
COc1cc2c(cc1Oc1ccc(OC)c3c1CC1c4c(cc(OC)c(OC)c4-3)CCN1C)CC1c3c(cc(OC)c(OC)c3-2)CCN1C (stereo not given)	-14.9	7.2	7.7	-33.5	-14.7	8.2
CC(=O)c1cc([N+](=O)[O-])c(O)cc1O	2.2	36.1	-16.8	18.1	25.9	41.0
Nc1nc(Cl)nc(Nc2ccc(-c3cc4ccc(-c5ncc[nH]5)cc4[nH]3)cc2)n1	45.5	15.5	31.7	45.4	-3.6	62.6
CC1=C(C(=O)NCCCN(CCO)CCO)CC(C(=O)NCCCN(CCO)CCO)=C(C)N1	-12.8	-23.6	-28.8	7.1	-0.5	-1.6
CCCN1CN(C(C(=O)N[C@@H]2C(=O)N3C(C(=O)O)=C(C)CSC23)c2ccc(O)cc2)CSC1=S (stereo not given in full)	7.2	11.8	-25.8	10.2	-23.6	34.4
COc1cc(COC(=O)c2ccc(CSc3ccc(Cl)cc3)o2)cc(OC)c1OC	-33.0	-19.4	-8.4	-0.8	-13.9	-10.8
CN(C)c1ccc(C(=O)C2CCCCC2)cc1	7.5	29.1	-4.8	13.6	-5.2	21.8
CN1CCCN(C(=O)N(c2ccccc2)c2ccccc2)CC1	-12.8	-19.3	-3.6	7.5	-5.7	7.4

Other structures:
mol	mec2-1	rad50	yeast cln2 rad14	yeast sgs1 mgt1	yeast bub3	mlh1 rad18
O=C(NNC(=S)Nc1ccc(Cl)cc1)C12CC3CC(CC(C3)C1)C2	6.2	-9.4	17.4	-4.2	30.8	8.7
CCCCCCC/C=N/NC(=O)c1ccccc1	1.7	4.1	-64.2	-0.7	-14.4	-11.7
CN(C)N=Nc1ccc(-c2ccccc2)cc1	78.3*	87.8*	74.2*	81.8*	86.5*	84.5*
c1ccc2c(c1)cc(C1NCCc3[nH]cnc31)c1ccccc12 (stereo not given)	1.5	47.0	30.4	-15.3	11.1	61.9
O=C(N/N=C\c1ccc(Cl)cc1)c1ccccc1	6.9	8.0	4.5	-0.1	7.0	-4.5
O=[N+]([O-])C1CCC(C2=CSC3CCCCC3N2)CC1 (stereo not given)	57.5	34.6	11.4	38.8	67.8	18.0
COc1ccccc1NC(=O)c1cc2cc(Br)ccc2cc1O	41.1	34.8	41.6	55.7	49.0	34.2
O=C(NCc1ccccc1)c1cc(Cl)ccc1O	-7.1	-20.3	-37.4	-7.7	0.9	5.3
COC(=O)C1C(C(=O)OC)C2(C)C(=O)C1(C)C(c1ccccc1)=C2c1ccccc1 (stereo not given)	2.5	-0.7	-12.3	-5.4	1.1	5.2
O=C(CCBr)OCc1ccccc1	-7.5	-12.5	-20.8	1.1	-26.2	25.0
CCOC(=O)C1CC(=O)c2cc(OC)c(OC)cc2C1c1ccc(OC)c(OC)c1 (stereo not given)	-14.1	1.9	-29.7	0.1	13.8	-26.4
O=[N+]([O-])c1ccccc1/C=C/c1ccccn1	2.4	2.4	20.0	-3.5	41.3	21.1
CN1CCC(C(=O)NNc2ccccc2)CC1	-13.2	-12.1	7.3	-3.8	0.1	4.7
CSC1(SC)CCCCCCCCCCC1	-17.2	-19.8	-15.9	-17.9	-34.9	-29.4
CC1=C(C)C2C3C(=O)NC(=O)C3C1C1C3C(=O)NC(=O)C3C21 (stereo not given)	-7.8	-21.8	-12.8	7.3	10.1	17.1
